Screening data deposited in PubChem by National Center for Advancing Translational Sciences (NCATS).
NPSR antagonist: neuropeptide S receptor (human) antagonism, cAMP; Q6W5P4; CHO-NPSR cells, cAMP TR-FRET, antagonist mode; Potency, µM (top dose mostly 38.3 µM), for inactives: at the top dose activity change, negative = inhibition, hits mostly inhibitors; 1% of 220,000 active; note: potency is the fitted concentration of half-maximal effect; % is set by controls: 0 for no effect and ±100 for the full control effect; nearly all actives have a fitted effect of over 50% in size; many of its hits are not listed in these tables
CBFb RUNX1 block: blocks binding between human CBF-beta and RUNX1; Q01196+Q13951; AlphaScreen CBFb-His/RUNX1-biotin binding, biochemical; 230,000 tested, under 10 active; Potency, µM (top dose mostly 59.8 µM), for the others: at the top dose activity, negative = inhibition, actives largely listed as inhibitors; note: % of control where 0% means no effect
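His-tagged CBF-beta and biotinylated RUNX1 (30 nM each) were premixed 20 min at room temperature, exposed to compound for 15 min, then given nickel-chelate and streptavidin AlphaScreen beads (50 ng each). After 90 min, AlphaScreen signal was read.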
TRb-SRC2 inh: TRbeta-SRC2 interaction inhibition; TRbeta-SRC2 peptide binding, fluorescence polarization; receptor liganded with 1 µM T3; Potency, µM (top dose mostly 106 µM), inactives show at the highest dose activity change, negative = inhibition, actives largely listed as inhibitors; 0.065% of 280,000 active; AID 1469;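 note: potency is the fitted concentration of half-maximal effect; plate controls were bound peptide for no effect and peptide without receptor for full effect; nearly all actives have a fitted effect of over 50% in size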
Target sequence (P10828 whole entry, looked up): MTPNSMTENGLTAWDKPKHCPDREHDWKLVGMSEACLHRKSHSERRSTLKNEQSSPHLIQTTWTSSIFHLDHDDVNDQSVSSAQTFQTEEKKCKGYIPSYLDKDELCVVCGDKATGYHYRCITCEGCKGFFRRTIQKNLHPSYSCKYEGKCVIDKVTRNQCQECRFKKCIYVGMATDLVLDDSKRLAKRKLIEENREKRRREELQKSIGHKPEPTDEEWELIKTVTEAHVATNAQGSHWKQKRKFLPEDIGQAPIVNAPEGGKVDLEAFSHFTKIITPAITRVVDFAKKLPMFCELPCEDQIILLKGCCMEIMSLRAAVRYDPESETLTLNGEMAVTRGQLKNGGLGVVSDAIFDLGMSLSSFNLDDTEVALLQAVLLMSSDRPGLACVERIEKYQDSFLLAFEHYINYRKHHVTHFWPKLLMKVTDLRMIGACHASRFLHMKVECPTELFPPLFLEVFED
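Polarization signal, normalized between peptide-alone and full complex controls, measured compound effects on T3-liganded human TRb LBD (0.6 uM) binding 20 nM Texas Red SRC2 peptide after 5 hr.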
Tau fluor cs: counter-screen for tau fibril formation inhibitors; tau K18 P301L Alexa594 fluorescence, heparin fibrillization; Potency, µM (titrated, usually from 57.7 µM), without a hit: at the top dose activity change, negative = decrease; 0.93% of 280,000 active; note: potency is the fitted concentration of half-maximal effect; % is set by controls: 0 for no effect and ±100 for the full control effect; nearly all actives have a fitted effect of over 55% in size
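Human tau K18 P301L (15 uM unlabeled, 0.24 uM Alexa 594-labeled) in 100 mM sodium acetate pH 7 with 20 uM heparin, 6 hr at 37 C. ThT 30 uM added, 1 hr ambient; Alexa 594 FP and total fluorescence read at 555/632 nm.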
Tau fibril FP: inhibitors of human tau fibril formation | AID 1468 | K18 P301L tau heparin fibrillization, Alexa594 FP, 6 h | Potency, µM (top dose mostly 57.7 µM), for the others: at the highest dose activity, negative = inhibition, most hits filed as inhibitors | 0.39% of 280,000 active | P10636; note: potency is the fitted concentration of half-maximal effect; % is set by controls: 0 for no effect and ±100 for the full control effect; nearly all actives have a fitted effect of over 55% in size
Target sequence (P10636 561-689 P618L limits assumed): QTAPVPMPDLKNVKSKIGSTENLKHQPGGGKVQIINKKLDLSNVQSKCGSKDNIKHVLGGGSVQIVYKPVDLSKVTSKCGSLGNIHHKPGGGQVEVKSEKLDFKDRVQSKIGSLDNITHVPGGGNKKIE
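Steps: dispense K18 P301L tau (15 uM plus 0.24 uM Alexa 594 tracer, final) in pH 7 sodium acetate; add compound; add heparin (20 uM final); incubate 6 hr, 37 C; add ThT (30 uM final); after 1 hr ambient, read FP.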
TexasRed fluor: counter-screen for TRb-SRC2 inhibitors: fluorescence interference; TRb/SRC2 Texas Red total fluorescence interference; Potency, µM (doses to about 106 µM), without a hit: at the top dose fluorescence change, negative = quenching; 0.29% of 280,000 active; AID 1479; active = well fitted curve in either direction with a large enough effect; inconclusive = small, poorly fitted or top-dose-only effect; note: potency is the fitted concentration of half-maximal effect; % is set by controls: 0 for no effect and ±100 for the full control effect
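Flags fluorescent or light-absorbing compounds by total fluorescence, S + 2P, at 555 nm excitation and 632 nm emission. Mixture: 20 nM Texas Red SRC2 peptide, 0.6 uM human TRb LBD, 1 uM T3, 5% DMSO; compound exposure 5 h at ambient temperature.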
aGal spleen mod: alpha-galactosidase A (human) modulation | 0.008% of 240,000 active | Potency, µM (series often up to 80 µM), for inactives: top-dose activity change, negative = inhibition, actives largely listed as inhibitors | P06280 | human spleen homogenate, 4MU-alpha-Gal fluorescence, 40 min;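 note: potency is the fitted concentration of half-maximal effect; 0% = enzyme with vehicle and -100% = no enzyme basal signal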
Target sequence (P06280 32-429 limits assumed): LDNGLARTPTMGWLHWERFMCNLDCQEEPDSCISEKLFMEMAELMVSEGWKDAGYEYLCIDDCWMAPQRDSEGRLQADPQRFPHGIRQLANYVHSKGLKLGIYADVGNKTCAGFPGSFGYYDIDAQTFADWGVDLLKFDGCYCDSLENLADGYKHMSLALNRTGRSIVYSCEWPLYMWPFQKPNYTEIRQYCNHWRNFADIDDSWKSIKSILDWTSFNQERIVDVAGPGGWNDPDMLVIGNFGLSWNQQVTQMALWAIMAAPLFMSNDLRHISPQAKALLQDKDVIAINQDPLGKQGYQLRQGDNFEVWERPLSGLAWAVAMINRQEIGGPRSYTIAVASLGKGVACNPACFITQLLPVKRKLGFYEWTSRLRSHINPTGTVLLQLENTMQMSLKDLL
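Human spleen homogenate (1 ug) was the enzyme source, with 4-methylumbelliferyl-alpha-D-galactopyranoside (1 mM final) in pH 5.0 citrate buffer with 0.01% Tween-20. Compounds were titrated; after 40 min at 37C, NaOH/glycine stop, 4-MU fluorescence read; AC50 from Hill fits.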
Epigenetic derep: derepresses silenced GFP reporter in murine cells. 0.2% of 280,000 active. murine LDR cells, GFP reporter derepression, 30 h. Potency, µM (highest dose often 53.9 µM), for inactives: at the top dose GFP activation, usual class: activators; note: potency is the fitted concentration of half-maximal effect; % of control where 0% means no effect; nearly all actives have a fitted effect of over 60% in size
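Reporter derepression read as number of fluorescent GFP-positive objects, 20-120 um in size, counted by laser-scanning cytometer. Mouse LDR line with an epigenetically silenced CMV-GFP locus; compound incubation 30 h, 37 C.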
The depositor's hits bear a star; ? = inconclusive; · = no result given; & = joins results of further samples; [ ] = remark or other dose. Unless noted, calls come from the whole dose curve; as a rule, active = well fitted curve in the direction sought with a large enough effect; inconclusive = small, poorly fitted or top-dose-only effect, or another doubt; inactive = no such curve, though single readings can be large; an effect the other way counts as inactive or inconclusive.

Results follow in this order: NPSR antagonist, CBFb RUNX1 block, TRb-SRC2 inh, Tau fluor cs, Tau fibril FP, TexasRed fluor, aGal spleen mod, Epigenetic derep
CCNC(C)Cc1cccc(C(F)(F)F)c1 (configuration not stated)
    ·, -4.3%, 11.2%, -14.5%, ?, 0.2%, 8.7%, -0.9%
CC(=O)c1cccc(NC(=O)c2cc3c(s2)-c2c(C)cccc2OC3)c1
    ·, ·, -17.8%[53 µM], ?, 3.8%, -80.7%[53 µM], ·, 2.2%
CC(C)c1ccc(OCC(=O)N2CCN(CCc3ccncc3)CC2)cc1
    ·, ·, -2.6%, 8.6%, 0.1%, -29.6%, ·, -1.6%
CCC(=NCc1cc(OC)cc(OC)c1)c1c(O)[nH]c(=O)[nH]c1=O
    5.9%, 9.0%, -0.6%, 9.4%, -1.5%, 0.1%, 5.0%, -1.0%
CCN(N=Nc1nonc1OC)c1nonc1OC
    -0.9%[46.1 µM], 1.4%, 7.1%, -1.3%, -3.3%, 1.5%, 6.2%, 1.2%
COc1ccc(-c2nc(CSCC(=O)N3CCC4(CC3)OCCO4)c(C)o2)cc1OC
    -11.3%[46.1 µM], 7.4%, 1.1%, 3.2%, -2.0%, 1.6%, 2.3%, -1.1%
COc1ccc(Cl)cc1C(=O)C1CCCN(CCO)C1 (configuration not stated)
    -1.2%, 9.4%, 2.9%, -5.1%, -4.1%, -1.9%, -9.6%, -0.2%
Cn1c(=O)cc(SCC(=O)N2CCC3(CC2)OCCO3)c2ccccc21
    -28.8%[46.1 µM], 4.9%, 3.2%, -17.9%, 0.8%, -2.2%, 9.0%, 3.1%
c1cnc2c(c1)ccc1ncccc12
    21.8%, 8.3%, 7.3%, 0.7%, 2.1%, -2.1%, -3.0%, -2.2%
C(#CCN1CCOCC1)COCc1ccccc1
    7.9%[46.1 µM], 3.6%, 0.7%, 3.9%, -13.7%, 6.6%, -2.8%, -1.2%
C=CCc1cc(OC)c2c(c1OC)OCO2
    ·, ·, -0.6%, -8.3%, -8.2%, -0.3%, -6.0%, 4.5%
COc1ccc(-n2c(/C=C\c3ccccc3F)nc3ccccc3c2=O)c(OC)c1
    ·, ·, 4.9%, -15.0%, -1.9%, -1.6%, ·, 3.5%
COc1ccc(CN2C(=O)NC(=O)/C(=C\c3ccc(OC)c(OC)c3OC)C2=O)cc1
    -25.6%, -0.1%, 8.1%, -17.0%, -0.1%, -2.1%, 6.0%, 7.3%
CCCCNC(=O)Nc1ccc(C(O)(C(=O)OCC)C(F)(F)F)cc1 (configuration not stated)
    6.8%[46.1 µM], 1.5%, 8.5%, -11.4%, -4.9%, 0.7%, 5.4%, -2.9%
COc1ccccc1CN1CCN(C(=O)COc2cccc(C)c2)CC1
    -2.5%[46.1 µM], -2.9%, -1.8%&0.6%, -25.6%&-12.4%, -11.0%&9.3%, 0.3%&-2.6%, 3.7%, 0.9%&1.7%
O=Cc1cn(Cc2cccc([N+](=O)[O-])c2)c2ccccc12
    -9.1%, -9.2%, 0.8%, -4.4%, -1.9%, -9.2%, 7.2%, 1.0%
Cc1ccc(S(=O)(=O)N2CN3CCN(C3)C2)cc1
    1.7%[46.1 µM], -2.5%, -4.5%, 3.6%, -0.9%, -1.2%, 7.4%, -1.9%
C=CCc1cc(C=C2C(=O)N(C)C(=O)N(C)C2=O)cc(OCC)c1OCc1ccccc1
    -35.2%, 28.4%, -10.7%, -13.5%, ?, 1.2%, -22.0%, -7.0%
CC1(C)[C@@H](O)C[C@H]2[C@](C)(O)[C@@H]3CC[C@H]4[C@@H](O)[C@@]3(C[C@@H](O)[C@@]21O)C[C@@]4(C)O
    ·, -11.8%&-6.6%, -2.0%&4.3%, -3.5%&7.4%, 1.8%&6.6%, -0.3%&-1.7%, 7.2%&6.0%, 0.0%&3.2%
CC1=NN(c2ccccc2)C(=O)/C1=C/c1c(O)[nH]c(=S)[nH]c1=O
    -11.2%[46.1 µM], -2.6%, -1.3%, -22.1%, ?, 2.0%, -0.2%, 1.4%
O=C(c1cccc2ccccc12)C1CCCN(C2CCC2)C1 (configuration not stated)
    7.1%, -10.9%, 1.4%, -7.2%, -3.9%, 0.3%, 3.4%, -1.8%
O=C(O)c1cc2ccccc2oc1=O
    2.8%[46.1 µM], 7.4%, 0.9%, 5.4%, -0.8%, -3.5%, 0.4%, 0.0%
COc1ccc(C(C)=O)cc1CC(C(=O)c1ccc(F)cc1)N(C)C (configuration not stated)
    20.8%, -1.7%, 24.8%, 4.2%, 10.0%, 7.7%, 0.6%, -1.0%
Clc1ccc(C2N3CCCN23)c(Cl)c1 (configuration not stated)
    4.2%[46.1 µM], 4.1%, -6.0%, -3.8%, 1.9%, -3.5%, 0.4%, 1.5%
COC(=O)CC1(Cc2ccccc2)C(=O)NC(=O)NC1=O
    -9.3%[46.1 µM], 2.0%, -10.1%, 10.1%, 2.9%, 1.7%, 13.7%, -12.7%
c1ccoc1
    ·, 1.1%[21.7 µM], -1.9%, ·, ·, -0.3%, 6.9%, ·
CC1=C(/C=C/c2ccccc2)CCN(C)C1
    -4.4%[46.1 µM], -5.4%, 11.2%, -3.4%, -3.4%, -4.5%, -18.8%, -0.9%
c1ccc(C(OCCN2CCNCC2)c2ccccc2)cc1
    0.5%[46.1 µM], 5.9%, 4.4%, -6.5%, -3.2%, 0.5%, 5.5%, 1.0%
O=c1c2ccccc2nc(N2CCCC2)n1-c1ccc(Cl)cc1
    ?, 8.4%, -6.1%, -11.4%, 2.3%, -0.1%, -10.8%, -0.9%
O=C(c1ccc(-c2ccccc2)cc1)C1CCCN(Cc2ccn[nH]2)C1 (configuration not stated)
    2.1%, 4.7%, -0.9%[53 µM], -6.0%, 1.9%, -2.3%[53 µM], 3.8%, -1.2%
COc1ccccc1N1C(=O)NC(=O)/C(=C\c2cnn(-c3ccccc3)c2)C1=O
    -44.1%, -3.5%, -7.6%, -4.4%, -6.0%, -3.7%, 1.6%, -0.6%
Cc1cc(O)ccc1Cl
    ·, 13.6%, -6.4%&0.2%, -9.5%, 6.1%, -0.9%&0.0%, 2.8%&4.5%, -1.3%
COc1cc(OC2CCN(C(C)=O)CC2)ccc1C(=O)N1CCC(N2C(=O)OCc3ccccc32)CC1
    ·, 16.5%, -0.4%, 2.7%, 7.7%, 2.0%, 5.7%, -1.2%
C=CCN1C(=O)/C(=C/c2cc(C)n(-c3ccccn3)c2C)C(=O)NC1=S
    -28.8%, -12.5%, 1.7%, -18.3%, -2.7%, 0.8%, -0.9%, -1.9%
CCCCCCC(=O)c1c(O)n(-c2ccc(OC)cc2)c(=O)[nH]c1=O (tested in a mixture with another compound)
    -37.2%, 7.9%, 7.4%, -8.2%, -0.7%, -2.5%, 3.9%, 2.5%
OC12ONC(c3ccccn3)C1N1CCC2CC1 (configuration not stated)
    10.6%, -9.6%, 2.6%, -11.7%, ?, -0.4%, 0.7%, ?
COC1=CC(=O)O[C@@H](/C=C/c2ccccc2)C1
    ·, 17.4%[21.7 µM], -2.3%, ·, ·, -1.7%, -2.7%, ·
FC(F)(F)c1cccc(-n2nnnc2C2(N3CCOCC3)CCCCC2)c1
    -16.8%[46.1 µM], 4.2%, -6.3%, -6.1%, -1.4%, -2.3%, 2.7%, 1.1%
CCN(CC)c1ccc(N=Cc2c(O)n(-c3cc(OC)ccc3OC)c(=O)[nH]c2=O)cc1
    -14.2%[46.1 µM], 9.5%, -0.3%, ?, ?, -2.4%, 2.8%, 7.4%
CC(=O)CC(c1ccccc1)c1c(O)c2cccc(O)c2oc1=O (configuration not stated)
    ·, 5.6%, 1.3%, ·, ·, -1.6%, -5.4%, ·

Laid out differently: two of the compounds above.
| Molecule | NPSR antagonist | CBFb RUNX1 block | TRb-SRC2 inh | Tau fluor cs | Tau fibril FP | TexasRed fluor | aGal spleen mod | Epigenetic derep |
| --- | --- | --- | --- | --- | --- | --- | --- | --- |
| COc1ccccc1N1C(=O)NC(=O)/C(=C\c2cnn(-c3ccccc3)c2)C1=O | -44.1% | -3.5% | -7.6% | -4.4% | -6.0% | -3.7% | 1.6% | -0.6% |
| Cc1cc(O)ccc1Cl | · | 13.6% | -6.4%&0.2% | -9.5% | 6.1% | -0.9%&0.0% | 2.8%&4.5% | -1.3% |

Remaining list, next part.
Results follow in this order: NPSR antagonist, CBFb RUNX1 block, TRb-SRC2 inh, Tau fluor cs, Tau fibril FP, TexasRed fluor, aGal spleen mod, Epigenetic derep
O=c1cccc2n1CC1CC2CN(c2ncnc3c2cnn3-c2ccc(Cl)cc2)C1 (configuration not stated)
    -15.4%[46.1 µM], 5.3%, 2.3%, -5.1%, 5.7%, -1.3%, 2.7%, -0.9%
CCN1CCN(Cc2cc(OC)c(OC)cc2[N+](=O)[O-])CC1
    1.1%[46.1 µM], 2.3%, -14.1%, 5.0%, -1.6%, -3.5%, -5.9%, 0.8%
CNC1C2CN3CCC(O2)C13 (configuration not stated)
    ·, 8.1%[21.7 µM], 0.2%, 0.2%, 1.4%, -0.4%, 4.9%, -0.4%
Cc1cc(C)c(Cn2c3ccccc3c3cnn(CC(=O)NCc4ccc(Cl)cc4)c(=O)c32)c(C)c1
    ·, ·, 4.8%, -6.1%, ?, -0.1%, ·, 10.1%

Complete entries from above.
Cc1cc(C)c(Cn2c3ccccc3c3cnn(CC(=O)NCc4ccc(Cl)cc4)c(=O)c32)c(C)c1 across the screens: NPSR antagonist: ·; CBFb RUNX1 block: ·; TRb-SRC2 inh: 4.8%; Tau fluor cs: -6.1%; Tau fibril FP: ?; TexasRed fluor: -0.1%; aGal spleen mod: ·; Epigenetic derep: 10.1%
CCN1CCN(Cc2cc(OC)c(OC)cc2[N+](=O)[O-])CC1 across the screens: NPSR antagonist: 1.1%[46.1 µM]; CBFb RUNX1 block: 2.3%; TRb-SRC2 inh: -14.1%; Tau fluor cs: 5.0%; Tau fibril FP: -1.6%; TexasRed fluor: -3.5%; aGal spleen mod: -5.9%; Epigenetic derep: 0.8%

Not all compounds are listed; rates above refer to the full screens.
